G9a inh: inhibitors of human histone lysine methyltransferase G9a; Q96KQ7; G9a H3K9 monomethylation, AlphaScreen, 2 h; Potency, µM (highest dose often 102 µM), for inactives: at the top dose activity, negative = inhibition, hits mostly inhibitors; 350,000 tested, 8.8% active; further: on the % scale 0 is the no-effect control and ±100 the full control effect; nearly all actives have a fitted effect of over 75% in size
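AlphaScreen detection with an anti-monomethyl H3K9 antibody quantified product after a 2 h room-temperature reaction containing 500 nM biotinylated H3K9 peptide, 20 µM SAM and 20 nM enzyme, which had been preincubated 15 min with compound.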
POLB inh: inhibitors of human DNA polymerase beta; P06746; Pol beta primer extension/strand displacement, fluorescence kinetic; Potency, µM (doses to about 114 µM), for the others: at the top dose activity change, negative = inhibition, actives largely listed as inhibitors; 340,000 tested, 1.3% active; AID 485314; further: on the % scale 0 is the no-effect control and ±100 the full control effect
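Reaction started by 50 nM substrate onto compound-treated Pol beta (10 nM, 15 min preincubation, room temperature); plates read at 0 min and 10 min. Normalized concentration-effect data fitted by four-parameter Hill equation.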
BAZ2B block: inhibitors of human BAZ2B bromodomain; Q9UIF8; Potency, µM (titrated, usually from 114 µM), inactives show top-dose activity change, negative = inhibition, actives largely listed as inhibitors; AlphaScreen BAZ2B-H3K14Ac peptide displacement; 360,000 tested, 4.4% active; further: on the % scale 0 is the no-effect control and ±100 the full control effect; nearly all actives have a fitted effect of over 60% in size
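Inhibition is scored as reduced AlphaScreen emission. The BAZ2B/b-H3(5-23)K14Ac complex (50 nM each) in PBS pH 7.4, 0.01% Tween-20 meets compound (up to 110 uM) for 30 min at RT before bead addition.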
POLI inh: inhibitors of human DNA polymerase iota. Q9UNA4. 390,000 tested, 1% active. Potency, µM (titrated, usually from 115 µM), for the others: top-dose activity, negative = inhibition, most hits filed as inhibitors. AID 588590. Pol iota fluorescent replication assay, 10 min
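Fluorescent replication assay read twice, at 0 min and 10 min after adding 50 nM (final) substrate. Enzyme (10 nM) and compounds were first incubated 15 min at room temperature; enzyme-free buffer wells were negative controls.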
POLH inh: inhibitors of human DNA polymerase eta | Q9Y253 | recombinant Pol eta, fluorescent DNA replication assay | Potency, µM (doses to about 114 µM), without a hit: top-dose activity change, negative = inhibition, hits mostly inhibitors | 390,000 tested, 1.2% active; further: on the % scale 0 is the no-effect control and ±100 the full control effect
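Pol eta at 10 nM preincubated with compounds 15 min at room temperature; reaction started with fluorescent substrate (50 nM final) and read kinetically at 0 and 10 min.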
Anesthetic bind: candidate novel general anesthetic via apoferritin binding | 350,000 tested, 0.074% active | P02791 | Potency, µM (titrated, usually from 77.5 µM), for inactives: at the highest dose activity change, negative = displacement, actives largely listed as inhibitors | apoferritin/1-aminoanthracene competitive binding, fluorescence; further: on the % scale 0 is the no-effect control and ±100 the full control effect; nearly all actives have a fitted effect of over 20% in size
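Horse-spleen apoferritin (10 uM) in 50% saturated 1-aminoanthracene in PBS was incubated 10 min at room temperature with compound. Fluorescence (ex 380, em 535 nm) was normalized to free and bound 1-AMA, with concentration-response fitted by a four-parameter Hill equation.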
BLM helicase inh: blocks DNA unwinding by human BLM helicase; 350,000 tested, 0.2% active; AID 2528; recombinant BLM DNA unwinding, fluorescence dequenching; P54132; Potency, µM (series often up to 56.1 µM), for the others: at the top dose activity change, negative = inhibition, usual class: inhibitors;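 further: plate controls were vehicle for no effect and no enzyme for full effect; nearly all actives have a fitted effect of over 35% in size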
Pol kappa inh: blocks human DNA polymerase kappa activity; Potency, µM (series often up to 107 µM), for the others: top-dose activity, negative = inhibition, usual class: inhibitors; 400,000 tested, 0.53% active; purified Pol kappa, fluorescent DNA synthesis assay, 10 min; further: on the % scale 0 is the no-effect control and ±100 the full control effect
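First, compounds were pin-transferred onto 10 nM Pol kappa. After 15 min at room temperature, substrate was added to 50 nM final. Fluorescence was then measured kinetically at 0 and 10 min.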
APE1 inh: APE1 (human) endonuclease inhibition; 350,000 tested, 0.35% active; recombinant APE1, TAMRA/BHQ-2 abasic DNA cleavage fluorescence; AID 2517; Potency, µM (doses to about 65.8 µM), inactives show at the highest dose activity change, negative = inhibition, actives largely listed as inhibitors; P27695;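 further: plate controls were vehicle for no effect and reference inhibitor for full effect; nearly all actives have a fitted effect of over 55% in size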
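Enzyme (0.75 nM final) and test compound are incubated 15 min at room temperature before adding 50 nM quenched THF abasic-site duplex. Cleavage dequenches TAMRA, followed at 525/598 nm over three reads one minute apart.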
An asterisk follows results filed as active; & = joins results of further samples; [ ] = remark or other dose. The call rests on the fitted dose curve; in most records, active means well fitted curve in the direction sought with a large enough effect; inconclusive means small, poorly fitted or top-dose-only effect, or another doubt; inactive means no such curve, though single readings can be large; an effect the other way counts as inactive or inconclusive. Potency means the concentration at half of the fitted maximal effect. Not all compounds are listed (hit frequency here may not be typical).

What do the screens show for `CC(CN1CCN(C)CC1)OC(=O)c1cccc(Cl)c1` (centres undefined)?
G9a inh: inconclusive; POLB inh: 0%; BAZ2B block: -32%; POLI inh: 33%[activator]; POLH inh: -13%; Anesthetic bind: 3%; BLM helicase inh: -1%; Pol kappa inh: -2%; APE1 inh: 4%

Results for CCC(C)(NC(=O)c1ccccn1)C(=O)NC1CCCCC1 (centres undefined) ?
G9a inh: 86%[activator][59 µM]; POLB inh: 11%; BAZ2B block: -29%; POLI inh: 5%; POLH inh: -3%; Anesthetic bind: -8%; BLM helicase inh: 0%; Pol kappa inh: -5%; APE1 inh: 1%

What do the screens show for `COc1ccc(OC)c(CNC(=O)c2cc(=O)[nH]c3ccc(S(=O)(=O)N4CCCC4)cc23)c1`?
G9a inh: 1%; POLB inh: -6%; BAZ2B block: -10%; Anesthetic bind: -4%; BLM helicase inh: -1%; APE1 inh: -10%

Results for O=c1c2ccccc2nc(-c2ccccc2)n1Cc1ccc(Cl)cc1 ?
G9a inh: -4%[2.33 µM]; POLB inh: -16%; BAZ2B block: -1%; POLI inh: 6%; POLH inh: -8%; Anesthetic bind: inconclusive; BLM helicase inh: -6%; Pol kappa inh: -16%; APE1 inh: 5%

What do the screens show for `Cc1ccc(-c2cc(C(=O)Nc3c(C(=O)c4ccc(C)c(F)c4)oc4ccccc34)no2)cc1`?
G9a inh: 2%[59 µM]; POLB inh: -19%; BAZ2B block: -15%; POLI inh: 17%; POLH inh: -8%; Anesthetic bind: 20%; BLM helicase inh: -3%; Pol kappa inh: 3%

How did CCCCC/C=C\C/C=C\C/C=C\C/C=C\CCCCCC(=O)O do in these assays?
G9a inh: 36%[59 µM]; Anesthetic bind: -3%; BLM helicase inh: -1%; Pol kappa inh: 3%[19.4 µM]; APE1 inh: -8%&0%

Results for Cc1ccc(S(=O)(=O)N2CCC(C(=O)NCCN3CCOCC3)CC2)cc1C ?
POLB inh: 30%; BAZ2B block: -5%; POLI inh: 18%; POLH inh: 2%; Anesthetic bind: -2%; BLM helicase inh: -1%; Pol kappa inh: 1%; APE1 inh: 11%

How did COc1cc(C(=O)Nc2cccc(OCc3cc(=O)n4cc(C)sc4n3)c2)cc(OC)c1OC do in these assays?
G9a inh: -18%[59 µM]; POLB inh: 5%; BAZ2B block: -7%; POLI inh: 8%; POLH inh: 4%; Anesthetic bind: -11%; BLM helicase inh: -5%; Pol kappa inh: -12%

How did COc1ccc(NC(=O)c2ccc3c(c2)OCCO3)cc1OC do in these assays?
G9a inh: -11%; POLB inh: 20%; BAZ2B block: -7%; POLI inh: 33%[activator]; POLH inh: 3%; Anesthetic bind: -5%; BLM helicase inh: -5%; Pol kappa inh: -5%; APE1 inh: 17%

How did COc1ccc(C)cc1NC(=O)c1ccc2c(c1)C(=O)N(Cc1ccncc1)C2=O do in these assays?
G9a inh: -4%[12.7 µM]; BAZ2B block: 3%; POLI inh: 19%; POLH inh: -1%; Pol kappa inh: -14%; APE1 inh: -22%

What do the screens show for `C/C=C/c1ccc(OCC(=O)Nc2ccncc2)c(OC)c1`?
G9a inh: 6%[2.33 µM]; POLB inh: -6%; BAZ2B block: -2%; POLI inh: 45%[activator]; POLH inh: -24%; Anesthetic bind: -6%; BLM helicase inh: -2%; Pol kappa inh: 3%; APE1 inh: 14%

What do the screens show for `NC(=O)NC(c1ccccc1)c1cccc2ccccc12` (centres undefined)?
G9a inh: -5%; POLB inh: 2%; BAZ2B block: 3%; POLI inh: 78%[activator]; POLH inh: -13%; Anesthetic bind: -14%; BLM helicase inh: 1%; Pol kappa inh: 4%; APE1 inh: -3%

How did COc1cc2c(cc1OC)C(C1(O)CCCCC1)NCC2 (centres undefined) do in these assays?
G9a inh: 13%[0.501 µM]; POLB inh: 25%; BAZ2B block: -2%; POLI inh: 56%[activator]; POLH inh: -14%; Anesthetic bind: 43%[activator]; BLM helicase inh: -5%; Pol kappa inh: -12%; APE1 inh: 2%

How did S=C(NCc1ccccc1)N1CCc2ccccc2C1 do in these assays?
G9a inh: 1%; POLB inh: 12%; BAZ2B block: 25%; POLI inh: 120%[activator]; POLH inh: -20%; Anesthetic bind: -12%; BLM helicase inh: 1%; Pol kappa inh: 1%; APE1 inh: 13%

What do the screens show for `c1ccc2c(c1)nc1n2C2(N3CCOCC3)CCCC2C1N1CCOCC1` (centres undefined)?
G9a inh: inconclusive; POLB inh: -1%; BAZ2B block: -32%; POLI inh: -3%; POLH inh: -12%; Anesthetic bind: -2%; BLM helicase inh: -3%; Pol kappa inh: 9%; APE1 inh: -2%

Results for C=CCn1c(SCC(N)=O)nnc1-c1cc(Br)ccc1O ?
G9a inh: -17%[59 µM]; POLB inh: -2%; BAZ2B block: -1%; POLI inh: 14%; POLH inh: -19%; Anesthetic bind: 4%; BLM helicase inh: -1%; Pol kappa inh: -9%; APE1 inh: -2%

Results for CCN(CC)C(=O)[C@H]1CC(CC(=O)NCCCn2ccnc2)C(=O)N2CCc3c([nH]c4ccc(OC)cc34)[C@]12C (some centres undefined) ?
POLI inh: -19%; POLH inh: -16%; Pol kappa inh: 4%; APE1 inh: 2%

How did CCOCCCNC(=O)Cn1cnc2sc(C)c(S(=O)(=O)N3CCN(c4ncccn4)CC3)c2c1=O do in these assays?
G9a inh: -5%; POLB inh: 40%; POLI inh: -19%; POLH inh: -8%; Anesthetic bind: -5%; BLM helicase inh: 1%; Pol kappa inh: -4%; APE1 inh: -4%

How did CCCN(CC(=O)Nc1ccccc1OC)C(=O)c1cccc(S(=O)(=O)Nc2ccc(OC)cc2)c1 do in these assays?
G9a inh: -23%; BAZ2B block: 8%; POLI inh: 25%; POLH inh: -14%; Pol kappa inh: -3%; APE1 inh: -16%

Results for Cc1ccc(S(=O)(=O)Nc2ccc3c(c2)n(C)c(=O)n3C)c(C)c1 ?
POLB inh: 38%; BAZ2B block: -14%; POLI inh: 15%; POLH inh: -8%; Anesthetic bind: -5%; BLM helicase inh: 0%; Pol kappa inh: -3%; APE1 inh: 10%

What do the screens show for `O=C(O)CCCC(=O)N1CCN(c2ncccn2)CC1`?
POLB inh: 2%; BAZ2B block: 2%; POLI inh: -5%[58.9 µM]; POLH inh: -14%; Anesthetic bind: -2%; BLM helicase inh: -8%; Pol kappa inh: -2%; APE1 inh: 1%

What do the screens show for `CCn1c(SCC(=O)Nc2ccccc2)nnc1-c1cccs1`?
G9a inh: 8%[12.7 µM]; POLB inh: 4%; BAZ2B block: -1%; POLI inh: -13%; POLH inh: 43%[activator]; Anesthetic bind: 1%; BLM helicase inh: -4%; Pol kappa inh: -13%; APE1 inh: -1%

What do the screens show for `Cc1cc(C(=O)Nc2ccccc2Cl)c2ccccc2n1`?
G9a inh: 17%[2.33 µM]; POLB inh: -1%; BAZ2B block: -31%; POLI inh: 96%[activator]; POLH inh: -3%; Anesthetic bind: 7%; BLM helicase inh: -4%; Pol kappa inh: 6%; APE1 inh: 0%

How did COc1ccc(S(=O)(=O)Nc2cc(-c3cn4ccccc4n3)ccc2C)cc1 do in these assays?
G9a inh: 25%[59 µM]; POLB inh: 43%; BAZ2B block: 23%; POLI inh: 23%; POLH inh: -11%; Anesthetic bind: 28%; BLM helicase inh: 2%; Pol kappa inh: 0%

What do the screens show for `CCN(CC(=O)N1CCOCC1)S(=O)(=O)c1cc(Cl)ccc1Cl`?
G9a inh: 43%; POLB inh: 25%; BAZ2B block: 3%; POLI inh: 11%; POLH inh: 3%; Anesthetic bind: -5%; BLM helicase inh: 0%; Pol kappa inh: -3%; APE1 inh: 16%

How did CC1CCc2c(sc3ncn(CC(=O)N=Nc4c(O)[nH]c5ccccc45)c(=O)c23)C1 (centres undefined) do in these assays?
G9a inh: 6%[59 µM]; POLB inh: 35%; BAZ2B block: 8%; POLI inh: -19%; POLH inh: -2%; Anesthetic bind: 2%; BLM helicase inh: -2%; Pol kappa inh: -5%; APE1 inh: -1%

How did O=C(CSc1ccccc1C(=O)N1CCCCC1)NCC1CCCCC1 do in these assays?
G9a inh: -10%; POLB inh: 27%; BAZ2B block: -1%; POLI inh: 10%; POLH inh: -6%; Anesthetic bind: -15%; BLM helicase inh: -1%; Pol kappa inh: -3%; APE1 inh: -2%

How did CCN(CC)C(=S)SCC(=O)Nc1nc(=O)c2ccccc2s1 do in these assays?
G9a inh: inconclusive; POLB inh: 35%; BAZ2B block: 3%; POLI inh: 5%; POLH inh: 20%; Anesthetic bind: 1%; BLM helicase inh: -6%; Pol kappa inh: 3%; APE1 inh: 1%

As a working copy, part of the list above.
What do the screens show for `CCN(CC(=O)N1CCOCC1)S(=O)(=O)c1cc(Cl)ccc1Cl`?
G9a inh: 43%; POLB inh: 25%; BAZ2B block: 3%; POLI inh: 11%; POLH inh: 3%; Anesthetic bind: -5%; BLM helicase inh: 0%; Pol kappa inh: -3%; APE1 inh: 16%

How did CC1CCc2c(sc3ncn(CC(=O)N=Nc4c(O)[nH]c5ccccc45)c(=O)c23)C1 (centres undefined) do in these assays?
G9a inh: 6%[59 µM]; POLB inh: 35%; BAZ2B block: 8%; POLI inh: -19%; POLH inh: -2%; Anesthetic bind: 2%; BLM helicase inh: -2%; Pol kappa inh: -5%; APE1 inh: -1%

How did O=C(CSc1ccccc1C(=O)N1CCCCC1)NCC1CCCCC1 do in these assays?
G9a inh: -10%; POLB inh: 27%; BAZ2B block: -1%; POLI inh: 10%; POLH inh: -6%; Anesthetic bind: -15%; BLM helicase inh: -1%; Pol kappa inh: -3%; APE1 inh: -2%

How did CCN(CC)C(=S)SCC(=O)Nc1nc(=O)c2ccccc2s1 do in these assays?
G9a inh: inconclusive; POLB inh: 35%; BAZ2B block: 3%; POLI inh: 5%; POLH inh: 20%; Anesthetic bind: 1%; BLM helicase inh: -6%; Pol kappa inh: 3%; APE1 inh: 1%

Screens (PubChem BioAssay)
